Source: PubChem (National Center for Advancing Translational Sciences (NCATS))
GLS inh = blocks human kidney-isoform glutaminase activity. O94925. GLS enzymatic activity, qHTS titration. Potency, µM (highest dose often 45.5 µM), inactives show at the top dose activity change, negative = inhibition, usual class: inhibitors. 410,000 compounds, 0.21% hits; note: % is set by controls: 0 for no effect and ±100 for the full control effect
Target sequence (O94925 whole entry, looked up, canonical isoform): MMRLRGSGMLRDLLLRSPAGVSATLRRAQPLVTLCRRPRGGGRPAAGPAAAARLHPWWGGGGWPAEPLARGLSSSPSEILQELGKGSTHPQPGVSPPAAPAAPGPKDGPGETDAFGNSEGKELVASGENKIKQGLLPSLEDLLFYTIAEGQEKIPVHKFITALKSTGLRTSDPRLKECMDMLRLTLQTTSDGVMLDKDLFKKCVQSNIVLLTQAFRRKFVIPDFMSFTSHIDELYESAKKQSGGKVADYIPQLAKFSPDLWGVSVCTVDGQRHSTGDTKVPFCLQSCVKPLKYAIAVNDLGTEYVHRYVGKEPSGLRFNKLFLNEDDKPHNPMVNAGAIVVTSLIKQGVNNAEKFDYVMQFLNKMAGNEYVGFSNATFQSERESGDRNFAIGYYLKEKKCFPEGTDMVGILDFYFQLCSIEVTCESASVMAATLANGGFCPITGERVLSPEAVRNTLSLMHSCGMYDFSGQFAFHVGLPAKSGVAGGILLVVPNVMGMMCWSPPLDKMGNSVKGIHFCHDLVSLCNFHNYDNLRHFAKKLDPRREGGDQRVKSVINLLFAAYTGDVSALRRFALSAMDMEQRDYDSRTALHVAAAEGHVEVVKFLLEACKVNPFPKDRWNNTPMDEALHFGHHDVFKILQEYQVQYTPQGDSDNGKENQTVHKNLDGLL
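hKGA; 45 mM KH2PO4 pH 8.2 + 0.02% Tween-20; cpd via pin tool; 1 mM Gln soln; GluOx/HRP/Amplex Red; RT 30 min; fluor. t0 & final.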
BLM helicase inh = inhibitors of human Bloom syndrome helicase BLM; 350,000 compounds, 0.2% hits; AID 2528; Potency, µM (titrated, usually from 56.1 µM), for the others: at the top dose activity change, negative = inhibition, most hits filed as inhibitors; recombinant BLM DNA unwinding, fluorescence dequenching;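 note: plate controls were vehicle for no effect and no enzyme for full effect; nearly all actives have a fitted effect of over 35% in size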
G9a inh = blocks human histone lysine methyltransferase G9a | G9a H3K9 monomethylation, AlphaScreen, 2 h | AID 504332 | 350,000 compounds, 8.8% hits | Q96KQ7 | Potency, µM (titrated, usually from 102 µM), without a hit: top-dose activity, negative = inhibition, most hits filed as inhibitors; note: % is set by controls: 0 for no effect and ±100 for the full control effect; nearly all actives have a fitted effect of over 75% in size
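Signal arises when biotinylated H3K9 peptide, once monomethylated, bridges streptavidin donor and antibody-captured acceptor beads. Enzyme at 20 nM was preincubated 15 min with test compounds; peptide 500 nM and SAM 20 uM then reacted for 2 h.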
Tb PGK inh = inhibitors of T. brucei phosphoglycerate kinase; P07378; PGK/GAPDH coupled, Kinase-Glo luminescence, 60 min; Potency, µM (titrated, usually from 57.5 µM), inactives show at the top dose activity change, negative = inhibition, usual class: inhibitors; 380,000 compounds, 0.043% hits; note: % is set by controls: 0 for no effect and ±100 for the full control effect; nearly all actives have a fitted effect of over 60% in size
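Recombinant glycosomal PGK reaction used 1,3-bisphosphoglycerate generated in-well by GAPDH (100nM final) in 100mM TEA pH 7.6, 5mM MgCl2, 0.01% Tween-20. After 60 minutes at room temperature, ATP was read by Kinase-Glo Plus luminescence end-point.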
POLI inh = inhibitors of human DNA polymerase iota; Q9UNA4; Pol iota fluorescent replication assay, 10 min; Potency, µM (highest dose often 115 µM), for the others: at the top dose activity, negative = inhibition, most hits filed as inhibitors; 390,000 compounds, 1% hits
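Fluorescent replication assay read twice, at 0 min and 10 min after adding 50 nM (final) substrate. Enzyme (10 nM) and compounds were first incubated 15 min at room temperature; enzyme-free buffer wells were negative controls.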
HP1b chromo inh = blocks HP1-beta chromodomain binding to methylated histone tails; AID 540317; P83916; 390,000 compounds, 0.56% hits; AlphaScreen HP1-beta / biotin-H3K9me3 peptide binding; Potency, µM (series often up to 114 µM), inactives show at the top dose activity change, negative = inhibition, actives largely listed as inhibitors; note: nearly all actives have a fitted effect of over 70% in size; inactives centre near 23
Target sequence (P83916 whole entry, looked up): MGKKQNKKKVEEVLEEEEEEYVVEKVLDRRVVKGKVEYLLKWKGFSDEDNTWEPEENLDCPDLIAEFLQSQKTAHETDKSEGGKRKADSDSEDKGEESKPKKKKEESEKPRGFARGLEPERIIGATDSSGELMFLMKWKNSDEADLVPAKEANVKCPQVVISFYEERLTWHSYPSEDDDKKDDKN
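Compound inhibition of the preformed complex between 50 nM HP1-beta and 50 nM biotinylated H3K9me3 peptide was read by AlphaScreen. Buffer was PBS pH 7.4 with 0.01% Tween-20. Incubations ran 30 min at room temperature, with 10 ug/mL donor/acceptor beads.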
JMJD2A Tudor inh = blocks the human JMJD2A Tudor domain | O75164 | AlphaScreen JMJD2A-Tudor / H3K4me3 peptide binding | Potency, µM (doses to about 114 µM), for inactives: at the top dose activity change, negative = inhibition, usual class: inhibitors | 390,000 compounds, 4.4% hits | AID 504339; note: % is set by controls: 0 for no effect and ±100 for the full control effect; nearly all actives have a fitted effect of over 50% in size
Pin1 inh = human Pin1 inhibition; Pin1 FP peptide displacement, HiFluor488, 10 min; Potency, µM (highest dose often 115 µM), without a hit: top-dose activity, negative = inhibition, hits mostly inhibitors; 390,000 compounds, 0.009% hits; AID 504891; active = well fitted inhibition curve with a large enough effect in the polarisation, with a control signal flat, not every such curve was filed as active; inconclusive = small, poorly fitted or top-dose-only effect, or effect the other way, or a change in a side signal; inactive = no such curve, though single readings can be large or run the other way; the % refers to the polarisation; note: % is set by controls: 0 for no effect and ±100 for the full control effect
Target sequence (Q13526 whole entry, looked up): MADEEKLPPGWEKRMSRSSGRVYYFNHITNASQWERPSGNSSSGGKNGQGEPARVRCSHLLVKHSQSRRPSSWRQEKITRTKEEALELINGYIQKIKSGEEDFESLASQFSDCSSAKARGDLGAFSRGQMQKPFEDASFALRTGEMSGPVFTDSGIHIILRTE
BAZ2B block = BAZ2B (human) inhibition. Q9UIF8. AlphaScreen BAZ2B-H3K14Ac peptide displacement. Potency, µM (top dose mostly 114 µM), inactives show top-dose activity change, negative = inhibition, actives largely listed as inhibitors. 360,000 compounds, 4.4% hits; note: % is set by controls: 0 for no effect and ±100 for the full control effect; nearly all actives have a fitted effect of over 60% in size
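BAZ2B 50 nM plus b-H3(5-23)K14Ac 50 nM, PBS pH 7.4/0.01% Tween-20, 30 min RT; compound added (max 110 uM), 30 min RT; streptavidin donor/Ni-chelate acceptor beads 10 ug/mL final, 20 min dark; AlphaScreen read.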
* hit, by the source's call; i = inactive; ? = inconclusive; . = no result given; & = joins results of further samples; [ ] = dose if it differs, or a comment. Unless noted, calls come from the whole dose curve; as a rule, active = well fitted curve in the direction sought with a large enough effect; inconclusive = small, poorly fitted or top-dose-only effect, or another doubt; inactive = no such curve, though single readings can be large; an effect the other way counts as inactive or inconclusive. Potency is the fitted concentration of half-maximal effect. A portion of the library. The share of hits here may be higher or lower than overall.

SMILES	GLS inh	BLM helicase inh	G9a inh	Tb PGK inh	POLI inh	HP1b chromo inh	JMJD2A Tudor inh	Pin1 inh	BAZ2B block
O=C(NC(=O)c1cccc(OC(F)(F)C(F)F)c1)OC1CCS(=O)(=O)C1 (configuration not stated)	-0.3%	3.1%	-1.2%[59 µM]	-7.0%	23.8%	1.7%	-6.2%	2.6%	5.9%
CCCC(=O)N1CCN(c2nc3ccccc3s2)CC1	-1.1%	-2.0%	7.3%[59 µM]	-2.4%	6.7%	11.8%[57 µM]	-7.2%	0.1%	-12.1%
CCc1ccc(C2=NN(CCC(=O)NC(C)CCc3ccccc3)C(=O)CC2)cc1 (configuration not stated)	3.7%	-9.0%	-5.3%	0.8%	35.1%[activator]	9.9%	-12.0%	-2.2%	-3.1%
O=[N+]([O-])c1cccc(S(=O)(=O)NCc2ccncc2)c1	0.0%	-0.3%	-4.9%	1.5%	20.1%	24.1%	-11.3%	1.0%	8.0%
Cc1nnc(Nc2ccccc2F)s1	18.4%	-4.8%	-15.4%	-6.5%	4.9%	52.6%[activator]	0.0%	-0.3%	-2.6%
CCn1cc(S(=O)(=O)c2ccccc2)c(=O)c2cc(C)ccc21	0.0%	0.3%	-35.5%[59 µM]	8.3%	39.4%[activator]	24.8%	-7.6%	-10.1%	-12.6%
O=C(CSc1ccccc1)Nc1nnc(COc2ccc(Cl)cc2)s1	-14.5%	-14.0%	1.41µM*	i	39.6%[activator]	?	56.2µM*	9.9%	50.1µM*
CCCn1c(N)c(C(=O)CN(C)CC(=O)Nc2cccc(F)c2)c(=O)[nH]c1=O	-0.8%	.	-7.1%[12.7 µM]	-2.1%	14.6%	12.2%	-5.1%	3.5%	-3.9%
CCOc1ccc(C(=O)/C=C/c2ccc(SC)cc2)cc1	9.8%	-12.0%	67.0%[activator]	4.7%	-7.1%	57.9%[activator]	12.4%	5.9%	5.0%
CC(=O)c1c(NCCc2ccccc2)cc(C)oc1=O	?	-3.7%	-42.1%	-5.5%	-7.1%	28.5%	-2.8%	-0.2%	6.4%
OCCNc1nc(NCc2ccccc2)c2ccccc2n1	5.6%	-10.1%	.	1.9%	22.5%	17.6%	-13.0%	-0.1%	-1.5%
CC(C)N(C(=O)[C@H]1C[C@H](CC(=O)NCCN2CCOCC2)C(=O)N2CCc3c([nH]c4cc(-c5ccco5)ccc34)[C@]12C)C(C)C	0.1%	.	.	-5.7%	28.6%	-28.4%	?	20.3%	.
CCN(Cc1ccccc1)C(=O)CN1C(=O)COc2ccc(S(=O)(=O)N3CCCCCC3)cc21	-6.9%&0.2%	-4.3%&0.5%	17.4%	-5.2%&9.3%	-7.3%&30.8%	22.9%&19.6%	-17.6%&-13.9%	-7.9%&-1.4%	?
O=C(N[C@@H](Cc1c[nH]c2ccccc12)C(=O)O)C1CCN(S(=O)(=O)c2ccc(Cl)cc2)CC1	0.4%	2.9%	-9.1%	i	150.6%[activator]	29.9%	-18.6%	1.0%	-7.7%
Cc1ccc(Nc2ccccc2N)cc1	?	-8.3%	-112.2%[59 µM]	7.9%	129.0%[activator]	?	44.7µM*	?	44.7µM*

In another format: 4 of the compounds above
Each structure is followed by: GLS inh	BLM helicase inh	G9a inh	Tb PGK inh	POLI inh	HP1b chromo inh	JMJD2A Tudor inh	Pin1 inh	BAZ2B block
> O=C(NC(=O)c1cccc(OC(F)(F)C(F)F)c1)OC1CCS(=O)(=O)C1 (configuration not stated)
→ -0.3%	3.1%	-1.2%[59 µM]	-7.0%	23.8%	1.7%	-6.2%	2.6%	5.9%
> CCCC(=O)N1CCN(c2nc3ccccc3s2)CC1
→ -1.1%	-2.0%	7.3%[59 µM]	-2.4%	6.7%	11.8%[57 µM]	-7.2%	0.1%	-12.1%
> CCc1ccc(C2=NN(CCC(=O)NC(C)CCc3ccccc3)C(=O)CC2)cc1 (configuration not stated)
→ 3.7%	-9.0%	-5.3%	0.8%	35.1%[activator]	9.9%	-12.0%	-2.2%	-3.1%
> O=[N+]([O-])c1cccc(S(=O)(=O)NCc2ccncc2)c1
→ 0.0%	-0.3%	-4.9%	1.5%	20.1%	24.1%	-11.3%	1.0%	8.0%

Next section:
SMILES	GLS inh	BLM helicase inh	G9a inh	Tb PGK inh	POLI inh	HP1b chromo inh	JMJD2A Tudor inh	Pin1 inh	BAZ2B block
CCC1(C)Cc2ccccc2-c2nc3n(c(=O)c21)CCCCC3 (configuration not stated)	-1.3%	-1.1%	10.0%[12.7 µM]	-2.2%	9.6%	57.2%[activator]	15.3%	-5.7%	11.7%
Cc1ccc(C)c(NC(=O)Cc2nc(CCl)cs2)c1	-0.5%	-6.5%	?	i	14.7%	45.4%[activator]	-12.2%	5.0%	-6.2%
Cc1nc(C)c(C(=O)NNS(=O)(=O)c2ccc3ccccc3c2)s1	-22.4%	-1.3%	?	i	31.1%[activator]	17.4%	25.1µM*	-3.0%	-17.1%
O=C(Nc1ccc(Br)cc1)C1CCCN1S(=O)(=O)c1cccs1 (configuration not stated)	5.8%	-3.3%	-6.2%	i	7.6%	15.8%	-2.7%	0.8%	5.4%
CCn1c(SCC(N)=O)nc2cc(S(=O)(=O)N3CCOCC3)ccc21	-8.0%	-1.0%	4.9%	-2.7%	93.0%[activator]	22.7%	-1.0%	-0.3%	-6.3%
COC(=O)c1ccc(OCC(O)CN(CC(C)C)CC(C)C)cc1 (configuration not stated)	2.8%	-1.3%	8.2%	-9.3%	1.5%	55.6%[activator]	18.9%	3.7%	7.8%
Cc1cc(C)c(NC(=O)c2cc(S(=O)(=O)N3CCCC3)cn2C)c(C)c1	4.6%	0.7%	2.0%[59 µM]	i	-8.6%	39.5%[activator]	-1.0%	9.0%	8.4%
CCCNC(=O)c1oc2ccc3c(c2c1C)C(O)CC(C)(C)O3 (configuration not stated)	-3.5%	0.0%	17.8%	-5.4%	0.0%	33.6%[activator]	3.8%	-2.1%	-0.4%
CC(C)Oc1ccc(CCC(=O)N/N=C/c2ccncc2)cc1	-5.6%	-1.6%	38.3%[12.7 µM]	-2.5%	24.5%	33.1%	-12.4%	1.1%	17.2%
CC(CCc1ccc(O)cc1)NC1C2CC3CC(C2)CC1C3 (configuration not stated)	-2.7%	0.8%	-4.6%[59 µM]	1.3%	9.4%	21.2%	7.4%	0.8%	-3.4%
CCN(CC(=O)Nc1c(F)cccc1F)C(=O)CNC(=O)c1cccc(C)c1	7.4%	-4.1%	20.9%	i	17.7%	7.1%	-11.3%	-4.7%	-1.1%
Cc1ccccc1-c1ccc(Nc2ccc(C(=O)N3CCOCC3)cc2)nn1	-1.4%	0.7%	?	-0.7%	2.6%[58.9 µM]	29.1%	-17.7%	4.9%	-26.1%
Cc1ccccc1Cn1c(=O)n(CCCC(=O)NCc2ccco2)c(=O)c2sccc21	4.9%	-3.6%	19.6%	-3.4%	10.7%	4.4%	-19.7%	-5.8%	5.0%
CCOc1ccccc1NC(=O)C(=O)/C=C(\O)c1cc(OC)ccc1OC	9.0%	-3.5%	?	i	0.9%	-15.2%	20µM*	?	8.5%
COC(=O)CC(NC(=O)Nc1ccc(C)cc1)c1cccc([N+](=O)[O-])c1 (configuration not stated)	-4.7%	-3.5%	-3.6%	3.7%	6.2%	25.8%	-16.6%	-2.6%	-17.0%
CC1CCCN(c2nc3ccccc3nc2C(C#N)S(=O)(=O)c2ccccc2)C1 (configuration not stated)	18.6%	-4.2%	?	-6.9%	?	35.8%	-17.1%	?	?
CC(=O)c1cccc(N(C(=O)c2ccccn2)C(C(=O)NC2CCCCC2)c2cccs2)c1 (configuration not stated)	9.4%	1.1%	?	.	29.1%	43.6%	-16.9%	-11.2%	-6.2%
CCCCN(C(=O)/C=C/c1ccco1)c1c(N)n(CCC)c(=O)[nH]c1=O	29.3%	-2.6%	-1.7%	-2.6%	79.1%[activator]	19.2%	-2.1%	10.6%	-37.0%
CCc1nnc(NS(=O)(=O)c2ccc(N=Cc3c(C)[nH]n(-c4ccc(C)cc4)c3=O)cc2)s1	-2.4%	-1.4%	16.5%[12.7 µM]	-10.9%	12.7%	3.0%	-34.3%	?	?
Cc1ccc(C)c(OC(=O)c2cncc(Br)c2)c1	18.7%	-3.0%	77.4%[activator][59 µM]	10.8%	5.8%	117.7%[activator]	48.3%[activator]	-9.5%	80.6%[activator]
CCOC(=O)C1=C(CC)Nc2ccccc2N=C1NC(=O)c1ccc(S(=O)(=O)N2CCOCC2)cc1	-15.4%	-8.2%	12.4%	i	25.2%	57.2%[activator]	-10.0%	8.0%	-16.1%
CN(CC(=O)NC(=O)NCc1ccco1)Cc1nc2ccccc2c(=O)[nH]1	-25.5%	?	20.6%[59 µM]	-16.5%	25.1µM*	25.6%	-27.6%	?	2.8%
Cn1c(=O)[nH]c2c(Cl)nccc21	2.7%	-0.3%	.	2.7%	-8.3%	33.6%	-19.4%	-0.2%	-1.5%
Cc1c(NC(=O)CSc2nccn2C)c(=O)n(-c2ccccc2)n1C	4.2%	-1.4%	-12.0%[12.7 µM]	-7.1%	-13.0%	13.1%	-15.4%	-3.2%	5.0%
Cc1cccc(NC(=S)NNC(=O)Cc2ccccc2)c1	16.3%	3.1%	15.8µM*	-7.6%	-7.2%	12.5%	-4.8%	-4.1%	0.7%
CCCCN(Cc1ccccc1)C(=O)C1CCCN(S(=O)(=O)c2cnc[nH]2)C1 (configuration not stated)	0.9%	0.2%	-11.9%	-2.3%	15.2%	36.2%[activator]	-26.2%	-1.8%	0.9%
O=C(Nc1cc(F)ccc1F)c1cnn2c(C(F)F)cc(-c3ccccc3)nc12	-4.8%	-0.5%	3.5%[59 µM]	i	7.1%	45.9%[activator]	-15.1%	-9.5%	-0.7%
CC(=O)NCC(c1cccs1)S(=O)(=O)c1ccc(F)cc1 (configuration not stated)	-2.5%	-1.9%	-0.3%	-8.0%	-2.8%	50.7%[activator]	-6.1%	1.3%	-20.3%
Oc1ccccc1N1CCN(C(=S)NCc2ccccc2)CC1	2.0%	-7.7%	31.6µM*	-4.8%	-12.5%	20.1%	-24.6%	-1.8%	-22.6%
